T cell HTS = T cell immune modulation candidate. 2C CD8+ T cell-vesicle binding, flow cytometry; stronger effect = lower value. calls only at 7 µM. 330,000 compounds, 0.068% hits. AID 2052;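 active means response, share of CD8 T cells binding vesicles, and their 90th percentile fluorescence all below set limits, cut at about 80% in these data, passing the limit was not always enough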
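Assay system: 2C TCR transgenic mouse naive CD8+ T cells, MACS-purified | Read-out: CD8+ gate FL2 mean fluorescence as % of same-row positive control | Signal: High-throughput flow cytometry with anti-B7-1 and anti-CD8 staining | Timing: Binding step 1.5 h, 37 °C, antibody labelling 20 min, ice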
Myeloid diff 2 = myeloid differentiation induction; calls only at 10 µM; ER-HoxA9 myeloid progenitors, lysozyme-GFP differentiation, flow cytometry; 360,000 compounds, 1% hits;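 active means normalized GFP-positive differentiation at or above the plate's own cutoff, the solvent-only control mean plus 3 SD; inconclusive means no clear call, values can overlap the other calls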;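 further: cells exposed to compound for four days before flow analysis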
T cell HTS vesicle-bound % = further read-out of T cell HTS, marked with its call; double positive events, %; measured here: CD8+ vesicle-bound cell fraction;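 binding gate set so that unloaded-vesicle control wells show 10% double positive cells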
Myeloid diff 2 GFP+ MAC1+ % = further read-out of Myeloid diff 2, marked with its call; GFP+ MAC1+ double positive, %; measured here: differentiation confirmed by MAC1 staining
Numbers without * were called inactive; i = inactive; ? = inconclusive; / = not tested or not shown; + = active, no number.

SMILES | T cell HTS | T cell HTS vesicle-bound % | Myeloid diff 2 | Myeloid diff 2 GFP+ MAC1+ %
COc1ccccc1C(=O)NCCC(=O)N(C)CC(=O)Nc1ccc(C)cc1 | i | 52.5 | i | 0.5
CC1CCCN(C(=O)COC(=O)c2cc([N+](=O)[O-])ccc2N2CCOCC2)C1 (configuration not stated) | i | 58.4 | i | 0.4
O=C(COC(=O)CNS(=O)(=O)c1ccc(Br)cc1Cl)NC1CCCC1 | i | 12.8 | i | 1.0
O=C(COC(=O)Cn1nc(-c2ccccc2)oc1=O)Nc1ccc(F)cc1 | i | 34.4 | i | 1.0
COc1ccc(OC)c(/C=C/C(=O)OCC(=O)NCc2ccccc2)c1 | i | 37.1 | i | 0.8
Cc1nc(SC(C)C(=O)NCc2ccc3c(c2)OCO3)nc(C)c1C (configuration not stated) | i | 58.8 | i | 1.3
CCCCC1CCC(C(=O)Nc2ccc(N3CCOCC3)cc2N2CCOCC2)CC1 (configuration not stated) | i | 41.5 | ? | /
COc1ccccc1C(=O)NCC(=O)OCC(=O)N(CC(C)C)c1c(N)n(Cc2ccccc2)c(=O)[nH]c1=O | i | 27.1 | i | 0.2
COCCCn1c(SCC(=O)Nc2oc(C)c3c(C)n[nH]c(=O)c23)nc2ccccc2c1=O | i | 34.3 | i | 0.5
O=S(=O)(c1cccc(COc2c(Cl)cccc2Cl)c1)N1CCOCC1 | i | 12.0 | i | 0.4
CCOc1ccc(NC(=O)Cc2ccc(S(=O)(=O)N3CCCCC3)cc2)cc1OCC | i | 46.0 | i | 0.7
COc1cc(C(=O)NC(C)C2CC3CCC2C3)ccc1OC(F)F (configuration not stated) | i | 35.0 | i | 1.0
CCOc1ccc2oc(C(=O)N(C)CC(=O)Nc3ccc(OCC)c(OCC)c3)c(C)c2c1 | i | 43.0 | i | 0.1
COc1ccc(S(=O)(=O)Nc2cccc(S(=O)(=O)N3CCCC3)c2)cc1OC | i | 35.9 | i | 0.5
Cc1ccc(NC(=O)COC(=O)c2c(C)nn(-c3ccccc3)c2C)cc1 | i | 50.5 | i | 0.7
O=C(Nc1cccc(S(=O)(=O)N2CCCCCC2)c1)C1=COCCO1 | i | 58.7 | i | 0.8
CCOC(=O)N1CCN(S(=O)(=O)CCNC(=O)c2ccccc2)CC1 | i | 26.1 | i | 0.7
O=C(COc1cc(Cl)ccc1Cl)Nc1ccc2[nH]c(=O)[nH]c2c1 | i | 21.1 | i | 0.8
NC(=O)Cc1ccc(C(=O)CSc2nnc(-c3ccncc3)n2C2CC2)s1 | i | 59.2 | i | 1.1
Cc1[nH][nH]c(=O)c1N=Nc1ccc(S(N)(=O)=O)cc1 | i | 51.1 | i | 0.1
CCC1(c2ccccc2)NC(=O)N(CC(=O)Nc2cc(S(=O)(=O)N3CCCCCC3)ccc2OC)C1=O (configuration not stated) | i | 32.9 | i | 0.9
CC(=O)NS(=O)(=O)c1ccc(NC(=O)c2cccc3ccccc23)cc1 | i | 40.1 | i | 0.1
CCN(CC(=O)Nc1ccc(NC(C)=O)cc1)C(=O)C1CC(=O)N(Cc2ccc(C)cc2)C1 (configuration not stated) | i | 23.3 | i | 0.6
C[C@H](CO)N1C[C@H](C)[C@@H](CN(C)S(=O)(=O)c2ccccc2)Oc2ccc(NC(=O)CCN3CCOCC3)cc2C1=O | i | 20.2 | i | 1.4
O=C(NCCC(=O)N1CCN(S(=O)(=O)c2ccccc2Cl)CC1)Nc1ccccc1 | i | 32.7 | i | 0.2

Reprinted from the listing, six compounds:
SMILES | T cell HTS | T cell HTS vesicle-bound % | Myeloid diff 2 | Myeloid diff 2 GFP+ MAC1+ %
COc1ccccc1C(=O)NCCC(=O)N(C)CC(=O)Nc1ccc(C)cc1 | i | 52.5 | i | 0.5
CC1CCCN(C(=O)COC(=O)c2cc([N+](=O)[O-])ccc2N2CCOCC2)C1 (configuration not stated) | i | 58.4 | i | 0.4
O=C(COC(=O)CNS(=O)(=O)c1ccc(Br)cc1Cl)NC1CCCC1 | i | 12.8 | i | 1.0
O=C(COC(=O)Cn1nc(-c2ccccc2)oc1=O)Nc1ccc(F)cc1 | i | 34.4 | i | 1.0
COc1ccc(OC)c(/C=C/C(=O)OCC(=O)NCc2ccccc2)c1 | i | 37.1 | i | 0.8
Cc1nc(SC(C)C(=O)NCc2ccc3c(c2)OCO3)nc(C)c1C (configuration not stated) | i | 58.8 | i | 1.3

Other records.
SMILES | T cell HTS | T cell HTS vesicle-bound % | Myeloid diff 2 | Myeloid diff 2 GFP+ MAC1+ %
CC(=O)Nc1ccc(S(=O)(=O)N(C)c2ccc(OCCOc3cccc(C)c3)cc2)cc1 | i | 57.0 | i | 0.8
COc1ccc(NS(=O)(=O)c2cccc(C(=O)N(C)Cc3ccc(SC)cc3)c2)cc1 | i | 13.2 | i | 0.8
NS(=O)(=O)c1ccc(CNC(=O)c2ccc3c(=O)n4c(nc3c2)CCC4)cc1 | i | 24.5 | i | 0.7
COc1ccccc1CCC(=O)Nc1ccc(S(=O)(=O)Nc2nccs2)cc1 | i | 47.1 | i | 0.6
C=CCC(C#N)(c1ccc(OC)c(OC)c1)c1cnccn1 (configuration not stated) | i | 10.0 | i | 1.1
Nc1cc(Cl)ccc1C(=O)OCC(=O)NCc1cccs1 | i | 38.2 | i | 0.4
COc1ccc(C2(C)NC(=O)N(CC(=O)c3cc(C)n(C4CC4)c3C)C2=O)cc1 (configuration not stated) | i | 2.7 | i | 0.3
Cc1ccc(C(CNS(=O)(=O)c2ccc(F)cc2C)N2CCN(C)CC2)cc1 (configuration not stated) | i | 27.4 | i | 1.0
Cc1ccc(S(=O)(=O)Nc2cccc(C(=O)NCCCN3CCCC3=O)c2)cc1F | i | 59.4 | i | 0.2
COc1ccc(NC(=O)COC(=O)C2CC(=O)N(CCc3ccc(OC)c(OC)c3)C2)cc1Cl (configuration not stated) | i | 23.4 | i | 0.9
Cc1ccc(NC(=O)CSc2nccn(-c3ccc4c(c3)OCCO4)c2=O)cc1 | i | 16.2 | i | 0.5
Cc1cc(C)c(C(=O)COC(=O)CCn2c(C)csc2=O)cc1C | i | 18.5 | i | 0.9
CCOc1ccc(C(=O)C(C)OC(=O)C2CCN(c3ccc(C(F)(F)F)cn3)CC2)cc1 (configuration not stated) | i | 38.4 | i | 0.3
CC1CCCCC12NC(=O)N(CC(=O)Nc1ccc3[nH]c(=O)[nH]c3c1)C2=O (configuration not stated) | i | 44.6 | i | 0.5
COc1ccc(C2(C)NC(=O)N(CC(=O)N(c3ccccc3)C3CCS(=O)(=O)C3)C2=O)cc1 (configuration not stated) | i | 35.8 | i | 0.7
O=C(NCc1nnnn1-c1ccc(F)c(F)c1)c1ccc(S(=O)(=O)N2CCOCC2)cc1 | i | 43.6 | i | 1.0
C#CCOCCOCCOCCNc1nc(N2CCN(C(=O)[C@H](CCCCN)n3cc(CN)nn3)CC2)nc(N2CCN(C(=O)[C@H](CCCN=C(N)N)n3cc(C(N)[C@H](C)CC)nn3)CC2)n1 (some centres not stated) | i | 14.5 | i | 2.2
CCCCc1nnc(NC(=O)CN2C(=O)C3CCCCC3C2=O)s1 (configuration not stated) | i | 29.7 | i | 0.8
CSCCC(NS(=O)(=O)c1ccc(C)cc1)C(=O)N1CCN(C(c2ccccc2)c2ccccc2)CC1 (configuration not stated) | i | 56.2 | i | 0.6
CC1(NC(=O)c2ccccc2)CCN(CCCc2ccccc2)C1=O (configuration not stated) | i | 41.9 | i | 1.0
CCOC(=O)C1CCCN(C(=O)c2ccc(NC(=O)CC3SC(N4CCCC4)=NC3=O)cc2)C1 (configuration not stated) | i | 28.2 | i | 0.7
O=C(CS(=O)(=O)c1ccc(F)cc1)N1CCN(c2ccccc2)CC1 | i | 52.6 | i | 1.0
COc1ccccc1C(CNC(=O)COc1cc(C)ccc1Cl)N1CCCC1 (configuration not stated) | i | 57.8 | i | 0.8
CCOc1ccc(C(CC(=O)O)NC(=O)C(c2ccccc2)c2ccccc2)cc1OC (configuration not stated) | i | 7.6 | i | 0.5
O=C(COC(=O)c1ccc[n+]([O-])c1)Nc1ccc(Cl)cc1[N+](=O)[O-] | i | 27.5 | i | 1.0

The closing 2 compounds of the part before are carried over, then new ones follow:
SMILES | T cell HTS | T cell HTS vesicle-bound % | Myeloid diff 2 | Myeloid diff 2 GFP+ MAC1+ %
CCOc1ccc(C(CC(=O)O)NC(=O)C(c2ccccc2)c2ccccc2)cc1OC (configuration not stated) | i | 7.6 | i | 0.5
O=C(COC(=O)c1ccc[n+]([O-])c1)Nc1ccc(Cl)cc1[N+](=O)[O-] | i | 27.5 | i | 1.0
NS(=O)(=O)c1ccc(CNC(=S)NC(=O)c2ccco2)cc1 | i | 32.1 | i | 1.4
O=C(Cc1ccccc1Cl)Nc1ccc(S(=O)(=O)N2CCOCC2)cc1 | i | 24.8 | i | 0.7
COc1cccc(CC(=O)OCC(=O)NNC(=O)c2ccc(Br)cc2)c1 | i | 36.4 | i | 1.7
CN(CC(=O)Nc1ccccc1Cl)CC(=O)N(C)c1c(N)n(Cc2ccccc2)c(=O)[nH]c1=O | i | 12.2 | i | 1.1
CCCCN1C(=O)C(=O)N(CC(=O)Nc2sc(C)c(C)c2C(=O)OC)C1=O | i | 22.6 | i | 0.3
CC(OC(=O)Cn1[nH]c(=O)c2ccccc2c1=O)C(=O)Nc1cccc(Cl)c1 (configuration not stated) | i | 8.7 | i | 1.4
CCOC(=O)c1nn(-c2ccc(C)cc2)c(=O)cc1OCC(=O)Nc1cccc(OC)c1 | i | 39.4 | i | 1.3
Cc1cc(NC(=O)CSc2nnc(-c3ccco3)n2C)no1 | i | 34.9 | i | 0.6
COc1ccccc1NS(=O)(=O)c1cccc(C(=O)NCC(c2ccc(F)cc2)N2CCOCC2)c1 (configuration not stated) | i | 42.0 | i | 0.3
CCc1noc(C)c1C(=O)N1CCN(c2cccc(C)c2C)CC1 | i | 47.4 | i | 1.6
CN(Cc1ccccc1)C(=O)COC(=O)c1ccc(Br)o1 | i | 41.0 | i | 1.6
NS(=O)(=O)c1cccc(NC(=O)COC(=O)Cc2n[nH]c(=O)c3ccccc23)c1 | i | 37.6 | i | 0.5
CC(Oc1cccc(Cl)c1)C(=O)Nc1ccc(S(=O)(=O)N(C)C2CCN(C)CC2)cc1 (configuration not stated) | i | 42.7 | + | 0.9*
COc1cccc(NC(=O)CN(C)C(=O)c2ccc(NC(=O)CC3SC(N4CCCCC4)=NC3=O)cc2)c1 (configuration not stated) | i | 59.8 | i | 1.1
COc1ccc(C(=O)NCCOc2ccccc2)cc1S(=O)(=O)N1CCOCC1 | i | 12.2 | i | 0.5
CCOc1ccc(N(CC(=O)Nc2cccnc2)S(=O)(=O)c2ccc(C)cc2)cc1 | i | 45.9 | i | 0.9
COc1cc(Cl)c(C)cc1NC(=O)CC1SC(N2CCOCC2)=NC1=O (configuration not stated) | i | 18.8 | i | 1.1
CC1CCCC(=NNC(=O)C2COc3ccccc3O2)C1 (configuration not stated) | i | 32.5 | i | 0.5
O=C(c1ccc(NS(=O)(=O)/C=C/c2ccccc2)cc1)N1CCCCC1 | i | 10.0 | i | 0.1
Cc1ccc(C(=O)OCC(=O)NC2CCCCC2)cc1S(=O)(=O)N1CCCCC1 | i | 34.3 | i | 0.8
COC(=O)c1ccc(CNC(=O)c2ccc(OCC(=O)N3CCOCC3)c(OC)c2)cc1 | i | 52.9 | i | 0.9
O=C(COC(=O)c1ccccn1)NNC(=O)c1ccc(Br)cc1 | i | 36.1 | i | 0.1
COc1ccc(NC(=O)CNCc2ccc(Cl)cc2)cc1S(=O)(=O)N1CCOCC1 | i | 57.3 | i | 0.3
C[C@H](CO)N1C[C@H](C)[C@@H](CN(C)C(=O)NC2CCCCC2)Oc2c(NC(=O)c3ccncc3)cccc2C1=O | i | 9.1 | i | 1.8
CCOc1cccc2sc(N3CCN(C(=O)c4ccc5ncsc5c4)CC3)nc12 | i | 32.9 | i | 0.9

Record cards, as listed above:
CC1(NC(=O)c2ccccc2)CCN(CCCc2ccccc2)C1=O (configuration not stated) as listed: T cell HTS: i; T cell HTS vesicle-bound %: 41.9; Myeloid diff 2: i; Myeloid diff 2 GFP+ MAC1+ %: 1.0
C[C@H](CO)N1C[C@H](C)[C@@H](CN(C)S(=O)(=O)c2ccccc2)Oc2ccc(NC(=O)CCN3CCOCC3)cc2C1=O as listed: T cell HTS: i; T cell HTS vesicle-bound %: 20.2; Myeloid diff 2: i; Myeloid diff 2 GFP+ MAC1+ %: 1.4

The list continues.
SMILES | T cell HTS | T cell HTS vesicle-bound % | Myeloid diff 2 | Myeloid diff 2 GFP+ MAC1+ %
C[C@H](CO)N1C[C@H](C)[C@@H](CN(C)S(=O)(=O)c2cccs2)Oc2c(NC(=O)Nc3ccc4c(c3)OCO4)cccc2C1=O | i | 7.2 | i | 0.7
O=C(CSc1nc(C(F)(F)F)cc(=O)[nH]1)Nc1cccc2ccccc12 | i | 58.6 | i | 1.1
CCCn1ccnc1SCC(=O)Nc1c(C)n(C)n(-c2ccccc2)c1=O | i | 42.8 | i | 1.7
CC(C)(C)C1CCC(C(=O)Nc2ccccc2N2CCOCC2)CC1 (configuration not stated) | i | 18.6 | i | 0.1
CC1CCN(c2ccc3c(c2)S(=O)(=O)c2cccc(C(=O)NC4CCCCC4)c2C3=O)CC1 | i | 34.5 | + | 3.1*
CC(C(=O)Nc1nccs1)N1C(=O)c2ccccc2S1(=O)=O (configuration not stated) | i | 42.6 | i | 0.7

This is a subset. The share of hits here may be higher or lower than overall.
